Lipid storage S3: qHTS Assay for Lipid Storage Modulators in Drosophila S3 Cells | Drosophila S3 cells, BODIPY lipid droplet fluorescence, 18-24 h; cells fed with added oleic acid | Potency in µM for hits, for the others lipid storage change, negative = inhibition, % at the top dose, mostly 46.1 µM | 0.64% of 320,000 active; active = well fitted inhibition curve with a large enough effect in the signal ratio, with a control signal flat, not every such curve was filed as active; inconclusive = small, poorly fitted or top-dose-only effect, or effect the other way, or a change in a side signal; the % refers to the signal ratio
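Drosophila S3 cells got compounds at several concentrations plus oleic acid (400 uM solution). Laser-scanning cytometry with 488 nm excitation read lipid droplets at 500-530 nm and cells at 575-640 nm. Percent activity was relative to 20 uM Triacsin C.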
Lipid storage S3 cell count max: also measured in Lipid storage S3; calls as there; cell number change, %; measured here: cell count max response;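 cells counted by Cell Tracker Red CMTPX staining in the red channel; peak over a dose series mostly up to 46.1 µM; percent activity relative to internal control wells on each plate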
Starred values were filed as active, the others as inactive; i = inactive; u = inconclusive; x = no result given; [ ] = another dose, or the depositor's remark. % is scaled to controls: 0 for no effect and ±100 for the full control effect; potency is read from the fitted curve at half-maximal effect. A portion of the library, so the mix of outcomes need not match the whole.

Lipid storage S3,Lipid storage S3 cell count max,canonical_smiles
3.3µM*,-3.0*,c1ccc(-c2cnn3c(-c4ccccc4)c(-c4ccccc4)nc3n2)cc1
8.2µM*,-19*,Cc1noc(C)c1COc1ccc(C(=O)N(C)CCOc2ccccc2)cc1
4%,-5,COc1ccc(Nc2nc(CN3CCOCC3)nc3sc4c(c23)CCC(C)C4)cc1OC (stereo not drawn)
u,x,O=C(c1ccccc1)C(CCC(CN1CCOCC1)C(=O)c1ccccc1)CN1CCOCC1 (stereo not drawn)
-2%,-2,CC(C)(C)n1nnnc1C(c1ccc2ncccc2c1)N1CCC(O)CC1 (stereo not drawn)
u,x,O=c1oc2ccccc2c(Nc2ccc(F)cc2)c1[N+](=O)[O-]
u,x,O=C(CNC(=O)C1CC(=O)N(c2cccc3ccccc23)C1)Nc1ccccc1Br (stereo not drawn)
u,x,CC(Sc1nnc(CNc2cccc3ccccc23)n1-c1ccccc1)C(=O)N/N=C/c1ccco1 (stereo not drawn)
15%,x,O=C(NC(=S)Nc1cccc2[nH]ncc12)c1ccccc1
u,x,N=C(c1cccc([N+](=O)[O-])c1)N1CCCCCC1
u,x,Clc1ccc(-c2cnn3c(-c4ccncc4)ccnc23)cc1
9%,21,O=C(CCC1CCCCC1)NCc1ccc(F)cc1
1%,-7,Cc1ccc2nc(NC(=S)NC(=O)c3ccco3)sc2c1
u,x,Cc1ccc(S(=O)(=O)N2CCCCC2)cc1NC(=O)c1ccc(Br)o1
u,x,Cc1c(OCC(=O)NCc2ccccn2)ccc2c3c(c(=O)oc12)CCCC3
9%,8,Cc1ccc(C)c(S(=O)(=O)N2CCN(C(=O)c3cnccn3)CC2)c1
6%,17,CCOc1ccc2nc(NC(=O)COc3ccc(N(C)S(=O)(=O)c4ccc(C)cc4)cc3)sc2c1
-2%,-4,CCO[C@H]1OC(C(=O)NCc2nc3ccccc3[nH]2)=C[C@@H](C)[C@@H]1CCCO
u,x,O=C(CCSc1nnc(-c2ccco2)o1)Nc1ccc(Cl)cc1
i,-11,Cc1ccc(CN2CC(C(=O)NC3CCCC(C)C3C)CC2=O)cc1 (stereo not drawn)
i,16,O=C(CSc1nc2cccnc2n1Cc1ccccc1)NCc1ccco1
u,x,O=C(Nc1nc2ccccc2[nH]1)c1cccs1
i,-15,CCCN(CC(=O)Nc1cc(Cl)ccc1Cl)C(=O)c1ccccc1SCC(=O)N1CCCC1
9%,x,COCCN(C(=O)COC(=O)CSc1ccc(Cl)cc1)c1c(N)n(Cc2ccccc2)c(=O)[nH]c1=O
-9%,0,CC(=O)c1ccc(N2CCN(C(=O)C3CCN(S(=O)(=O)c4cccs4)CC3)CC2)cc1
u,x,CCN1C=C(Cc2ccccc2C)C2=C(C1)C(c1ccccc1C)C(C#N)=C(N)O2 (stereo not drawn)
-7%,x,O=C(NCCCn1ccnc1)c1ccc(Cl)cc1[N+](=O)[O-]
5%,14,Cc1nnc(C)c2c(C)n(-c3cccc4cccnc34)c(C)c12
u,x,COc1ccc(CC(=O)Nc2nnc(-c3cccc([N+](=O)[O-])c3)s2)cc1
7%,4,Cc1ccc(/C=C/C(=O)NCc2ccncc2)cc1

15 entries from above in a different format:
Screens in order – Lipid storage S3, Lipid storage S3 cell count max
> N=C(c1cccc([N+](=O)[O-])c1)N1CCCCCC1
 : u, x
> Clc1ccc(-c2cnn3c(-c4ccncc4)ccnc23)cc1
 : u, x
> O=C(CCC1CCCCC1)NCc1ccc(F)cc1
 : 9%, 21
> Cc1ccc2nc(NC(=S)NC(=O)c3ccco3)sc2c1
 : 1%, -7
> Cc1ccc(S(=O)(=O)N2CCCCC2)cc1NC(=O)c1ccc(Br)o1
 : u, x
> Cc1c(OCC(=O)NCc2ccccn2)ccc2c3c(c(=O)oc12)CCCC3
 : u, x
> Cc1ccc(C)c(S(=O)(=O)N2CCN(C(=O)c3cnccn3)CC2)c1
 : 9%, 8
> CCOc1ccc2nc(NC(=O)COc3ccc(N(C)S(=O)(=O)c4ccc(C)cc4)cc3)sc2c1
 : 6%, 17
> CCO[C@H]1OC(C(=O)NCc2nc3ccccc3[nH]2)=C[C@@H](C)[C@@H]1CCCO
 : -2%, -4
> O=C(CCSc1nnc(-c2ccco2)o1)Nc1ccc(Cl)cc1
 : u, x
> Cc1ccc(CN2CC(C(=O)NC3CCCC(C)C3C)CC2=O)cc1 (stereo not drawn)
 : i, -11
> O=C(CSc1nc2cccnc2n1Cc1ccccc1)NCc1ccco1
 : i, 16
> O=C(Nc1nc2ccccc2[nH]1)c1cccs1
 : u, x
> CCCN(CC(=O)Nc1cc(Cl)ccc1Cl)C(=O)c1ccccc1SCC(=O)N1CCCC1
 : i, -15
> COCCN(C(=O)COC(=O)CSc1ccc(Cl)cc1)c1c(N)n(Cc2ccccc2)c(=O)[nH]c1=O
 : 9%, x

The results go on:
Lipid storage S3,Lipid storage S3 cell count max,canonical_smiles
u,x,CCCn1cnc2scc(-c3ccc(C)c(C)c3)c2c1=O
u,x,C/C(=N\NC(=O)c1nnn(-c2nonc2N)c1CSc1ccccc1)c1cccnc1
10%,-1,O=C(NC1CCCCCC1)C1CCN(S(=O)(=O)c2ccc(F)cc2)CC1
8%,2,COc1ccc([N+](=O)[O-])cc1NC(=O)c1ccc(CN(c2ccccc2)S(C)(=O)=O)cc1
13%,-6,CN(Cc1ccc(F)cc1)C(=O)c1cccc(NS(=O)(=O)c2ccccc2)c1
i,-11,O=C(N/N=C\c1ccncc1)c1ccc(Cl)s1
u,x,CCc1ccc(S(=O)(=O)N2CC(=O)Nc3ccccc32)cc1
u,x,Cc1cc(C)c(C#N)c(SCS(=O)Cc2ccccc2)n1 (stereo not drawn)
u,x,CCn1cc(C2=NCC(C)O2)c2ccccc21 (stereo not drawn)
6%,2,Cc1c(/C(O)=C2\C(=O)C(=O)N(CCN(C)C)C2c2cccs2)cnn1-c1ccccc1 (stereo not drawn)
0%,-23,COc1cnc(NS(=O)(=O)c2ccc(N)cc2)nc1
8%,-5,O=C(CN1C(=O)c2ccccc2C1=O)NCC(=O)OCC(=O)c1ccc(Cl)cc1
11%,17,CCOC(=O)c1nc2nc(C)cc(=O)n2[nH]1
-17%,-16,CCOc1cc2[nH]c(=O)n(Cc3cccc(OC)c3)c(=O)c2cc1OCC
1%[9.22 µM],15,O=C(NCCc1csc(-c2cccnc2)n1)c1ccco1
i,-12,CCSc1oc(-c2ccccc2)nc1S(=O)(=O)c1ccccc1
u,x,CC1CCN(CC(=O)NCc2ccco2)CC1
u,x,COc1cc(NC(=O)CSc2nnc(Cn3nnc4ccccc43)n2C)cc(OC)c1
u,x,CCCn1c(SCC(=O)Nc2sc(C)c(C)c2C(=O)OCC)nc2c1c(=O)n(C)c(=O)n2C
8%,20,CC(CCc1ccccc1)NC(=O)COC(=O)c1ccc(NC(=O)CC#N)cc1 (stereo not drawn)

2 records drawn at random from the list so far:
Lipid storage S3,Lipid storage S3 cell count max,canonical_smiles
1%[9.22 µM],15,O=C(NCCc1csc(-c2cccnc2)n1)c1ccco1
8%,-5,O=C(CN1C(=O)c2ccccc2C1=O)NCC(=O)OCC(=O)c1ccc(Cl)cc1

(continued)
Lipid storage S3,Lipid storage S3 cell count max,canonical_smiles
-2%,-19,COCC1CCN(Cc2cn(Cc3ccccc3)nc2-c2cc3ccccc3o2)CC1
u,x,COc1ccc(CN2C(=O)CC(C(=O)NCCc3ccc(S(N)(=O)=O)cc3)SC2=Nc2ccccc2)cc1 (stereo not drawn)
u,x,Cc1nn(CCOc2ccccc2Cl)c(C)c1[N+](=O)[O-]
-9%,1,CC(Oc1ccc2c(c1)oc(=O)c1ccccc12)C(=O)NC(Cc1c[nH]c2ccc(O)cc12)C(=O)O (stereo not drawn)
2%,11,CCOC(=O)C1=C(c2ccccc2)Nc2ncnn2C1c1ccc(C(=O)O)cc1 (stereo not drawn)
-9%,-14,CC(C)[C@@H]1NC(=O)c2cc([N+](=O)[O-])cc(I)c2NCCC[C@@H](C(=O)NC(CC(=O)O)C(N)=O)NC(=O)[C@H](CO)NC1=O (stereo partly drawn)
u,x,COc1ccc(Cc2nnc(NC(=O)C3CC(=O)N(c4ccccc4)C3)s2)cc1OC (stereo not drawn)
u,x,CCN(CC)CCN(C(=O)c1ccc2c(c1)CCCC2)c1nc2cc(OC)c(OC)cc2s1
u,x,COc1ccc(-c2c(C)oc3c(CN4CCN(CCO)CC4)c(O)ccc3c2=O)cc1OC
u,x,CCCCCc1c(C)nc(Nc2nc(C)c3cc(OC)ccc3n2)[nH]c1=O
-2%,-11,Cc1ccc(P(=O)(O)c2ccc(C)cc2)cc1
u,x,CCOC(=O)c1c(C)[nH]c(C)c1S(=O)(=O)NCCc1ccc(SC)cc1
u,x,Cc1ccc(C(=O)OCC(=O)NCCNC(=O)COC(=O)c2ccc(C)s2)s1
4%[9.22 µM],8,Cc1[nH]c2ccccc2c1/C=N/NC(=O)c1cccs1
24%,15,COc1ccc([N+](=O)[O-])cc1NC(=O)C(C)Sc1nc(C)c(C)c(C)n1 (stereo not drawn)
u,x,O=C(CSc1nnc(NC(=O)c2ccccc2F)s1)NC1CCCC1
-8%,2,CC(Sc1nnc(Cc2ccc([N+](=O)[O-])cc2)o1)C(N)=O (stereo not drawn)
u,x,Cc1ccc2oc(-c3cccc(NC(=O)Cc4cccs4)c3)nc2c1
u,x,Cc1cc(Br)ccc1SCC(=O)OCC(=O)Nc1ccc2[nH]c(=O)[nH]c2c1
u,x,O=C(/C=C/c1ccco1)NC(=S)Nc1nc(-c2ccc3ccccc3c2)cs1
-20%,-13,COc1cc2c(cc1OC)CN(C(=S)Nc1cccc(Cl)c1C)CC2
u,x,CCN(CC)C(=O)c1cccc(NC(=O)CCc2nc3sc4c(c3c(=O)[nH]2)CCCC4)c1
u,x,CCc1cc(C(=O)OC)c(NC(=O)C2CC(=O)NN2Cc2ccccc2)s1 (stereo not drawn)
u,x,S=C(NCCc1ccc(Cl)cc1)NC1CC1
u,x,COc1cc(NC(=S)NCCc2ccccc2)c(OC)cc1NC(=O)C(C)C
-2%,-25,CCCn1nnc(NC(=O)c2cccc(Cl)c2)n1
1%,-24,O=C1CSC(c2cccnc2)N1Cc1ccc(Cl)c(Cl)c1 (stereo not drawn)
u,x,CCNC(=S)N(Cc1cc2cccc(C)c2[nH]c1=O)C1CCCC1
i,5,O=C(Nc1ccccc1Cl)NC1(C(=O)N2CCC(O)CC2)CCCCC1
u,x,CSCc1cccc(C(=O)OC(C)C(=O)Nc2c(C)n(C)n(-c3ccccc3)c2=O)c1 (stereo not drawn)
i,x,Cc1[nH]n(-c2ccccc2)c(=O)c1C1(C(F)(F)F)C(=O)N(c2ccc(F)cc2)C2=C1C(=O)CC(C)(C)C2 (stereo not drawn)
i,5,Clc1ccc(-c2nc3nc4ccccc4nc3n2Cc2ccco2)cc1
13%,x,CC(C(=O)OCC(=O)c1ccccc1)N1C(=O)c2ccccc2C1=O (stereo not drawn)
1%,9,COc1cc2c(=O)n(CCC(=O)NCC3CCCO3)c(=O)n(CC(=O)c3ccc(Cl)cc3)c2cc1OC (stereo not drawn)
u,x,O=C1c2ccccc2CC1Sc1nnc(-c2ccncc2)o1 (stereo not drawn)
u,x,CN(Cc1nc2ccccc2c(=O)[nH]1)C(=O)c1ccc(S(=O)(=O)N(C)C)cc1
u,x,CS(=O)(=O)N(CC(=O)NCCc1ccccc1)c1cccc([N+](=O)[O-])c1
-10%,0,Cc1cc(C)nc(/N=C(\N)Nc2ccc(-c3ccccc3)cc2)n1
24%,4,CC1=NN(c2ccccc2)C(=O)C1C=Nc1ccc(N(C)C)cc1 (stereo not drawn)
u,x,Cc1cc(C(=O)N2CCN(c3cccc(Cl)c3)CC2)c(C)o1
-25%,3,Nc1c(C(=O)O)ccc2c1C(=O)c1ccccc1C2=O
-7%,1,CC(C)(C)NC(=S)NC(C)(C)C
u,x,Cc1ccc(C)c(OCCC(=O)Nc2cccc(S(=O)(=O)N3CCCC3)c2)c1
u,x,CCNC(=S)Nc1ccc(Cc2ccncc2)cc1
u,x,COc1cc(OC)c(NC(=O)CCCNC(=O)Cn2cnc3sc(C)c(C)c3c2=O)cc1Cl
16%,18,N#Cc1ccc(C[C@@H](NS(=O)(=O)c2ccc(C(=O)O)cc2)C(=O)O)cc1
u,x,Cc1[nH]nc2c1C(c1cccs1)C(C#N)=C(N)O2 (stereo not drawn)
u,x,CC(=O)Nc1nc(C)c(CCCOc2ccc([N+](=O)[O-])cc2)c(=O)[nH]1
8%,2,O=C(N/N=C/c1cc([N+](=O)[O-])ccc1N1CCCCCC1)c1ccccn1
u,x,Cc1ccc(OC(=O)c2ccc3nc(C)sc3c2)cc1

Next structures.
Lipid storage S3,Lipid storage S3 cell count max,canonical_smiles
6%,-1,CCN(CC)Cc1c(O)ccc2c(=O)c(Oc3ccccc3OC)c(C)oc12
9%,-8,CC(C)(C)C(=O)Cn1c(NCCCO)nc2ccccc21
-24%,-7,O=C(CSc1ccc2nnc(CCNC(=O)c3ccccc3)n2n1)NCc1ccco1
u,x,CC1CCN(S(=O)(=O)c2ccc3c(c2)c(=O)c(C(=O)N2CCCCC2)cn3C)CC1
4%,-11,Cc1ccc(NC(=S)N2CCn3cccc3C2c2cccnc2)cc1 (stereo not drawn)
u,x,Cc1ccc(S(=O)(=O)N2CCC(NC(=O)OC(C)C)CC2)cc1
i,-8,Cn1c(=O)c(=O)n(C)c2cc(S(=O)(=O)CCC(=O)Nc3c(F)c(F)c(F)c(F)c3F)ccc21
u,x,O=[N+]([O-])c1cncc([N+](=O)[O-])c1Nc1ccccc1Cl
-15%,12,O=C(NC(NC(=S)Nc1cc(Cl)ccc1Cl)C(Cl)(Cl)Cl)c1ccco1 (stereo not drawn)
